Screens: PubChem, Sanford-Burnham Center for Chemical Genomics
mIAP inh = inhibitors of mouse IAP, primary screen, biochemical, luminescence, uHTS; intestinal alkaline phosphatase [Mus musculus]; purified mouse IAP, CDP-Star luminescence, 30 min; inhibition, % at 10 µM; 330,000 compounds, 0.2% hits;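 active = inhibition of at least 40% at 10 µM in the primary screen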;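 also: plate controls were DMSO with enzyme for no effect and no enzyme wells for full effect; values of inactives mirror those of a sister screen read the other way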
mIAP act = activators of mouse IAP, primary screen, biochemical, luminescence, uHTS. 330,000 compounds, 0.24% hits. AID 2805, 2010. activation factor at 10 µM. muIAP, CDP-Star luminescence, 30 min; stronger effect = higher value; 1 = vehicle-only enzyme signal, 0 = enzyme-free wells. intestinal alkaline phosphatase [Mus musculus];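 active = activation factor of at least 2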; also: the source names both 10 and 20 µM as test concentration; values of inactives mirror those of a sister screen read the other way
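also added = chemiluminescent substrate CDP-Star | test system = mouse IAP enzyme | signal = chemiluminescence readout | compound = DMSO-dissolved test compounds | incubation = 30 min at room temperature | benchmarks = DMSO wells, no-enzyme wells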
hIAP inh = human IAP inhibitors, primary screen, biochemical, luminescence, uHTS; Intestinal-type alkaline phosphatase (Homo sapiens), P09923; purified IAP, CDP-Star luminescence, 30 min; inhibition, % at 10 µM; 330,000 compounds, 0.12% hits;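 active = inhibition reaching a set limit with compound at 10 µM in the primary screen, cut at about 35% in these data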;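 also: plate controls were DMSO wells with enzyme for no effect and no-enzyme buffer wells for full effect; values of inactives mirror those of a sister screen read the other way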
HKDC1 inhibitor = HKDC1 hexokinase inhibitors, primary screen, biochemical, fluorescence, uHTS | 340,000 compounds, 0.16% hits | AID 493160, 2011 | Q2TB90 | recombinant HKDC1, G6PDH/diaphorase resazurin coupled fluorescence | inhibition, % at 20 µM;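 active = inhibition above about 35% when tested at 20 µM, limit read from the data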;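 also: plate controls were DMSO wells with enzyme for no effect and DMSO wells lacking enzyme for full effect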
Target sequence (Q2TB90 whole entry, looked up): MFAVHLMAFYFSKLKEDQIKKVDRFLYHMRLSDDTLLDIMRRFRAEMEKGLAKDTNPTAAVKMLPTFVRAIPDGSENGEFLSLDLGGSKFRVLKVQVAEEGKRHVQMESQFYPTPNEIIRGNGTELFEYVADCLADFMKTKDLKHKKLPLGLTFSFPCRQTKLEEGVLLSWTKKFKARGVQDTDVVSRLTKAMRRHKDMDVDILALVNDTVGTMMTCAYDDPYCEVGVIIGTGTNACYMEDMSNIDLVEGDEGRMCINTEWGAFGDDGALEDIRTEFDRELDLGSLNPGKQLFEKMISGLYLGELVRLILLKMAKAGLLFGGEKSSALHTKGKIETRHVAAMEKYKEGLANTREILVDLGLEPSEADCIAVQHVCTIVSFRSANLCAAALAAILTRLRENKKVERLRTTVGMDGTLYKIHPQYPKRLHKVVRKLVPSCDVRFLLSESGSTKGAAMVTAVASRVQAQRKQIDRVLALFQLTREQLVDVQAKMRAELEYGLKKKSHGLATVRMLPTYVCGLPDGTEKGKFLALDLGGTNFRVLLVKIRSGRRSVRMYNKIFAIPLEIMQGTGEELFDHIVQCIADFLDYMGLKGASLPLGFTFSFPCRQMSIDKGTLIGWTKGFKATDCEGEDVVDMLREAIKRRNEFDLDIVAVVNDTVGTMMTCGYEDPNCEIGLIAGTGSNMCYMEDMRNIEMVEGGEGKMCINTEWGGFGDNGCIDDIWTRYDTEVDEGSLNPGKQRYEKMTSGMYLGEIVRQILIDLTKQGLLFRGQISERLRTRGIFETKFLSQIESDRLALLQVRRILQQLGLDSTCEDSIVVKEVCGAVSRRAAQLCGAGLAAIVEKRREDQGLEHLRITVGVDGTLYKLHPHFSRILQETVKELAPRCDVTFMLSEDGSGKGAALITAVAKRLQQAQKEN
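test system = in-house recombinant HK5 (HKDC1) enzyme | amount = HKDC1 at 5 µg/mL | control set = DMSO-enzyme wells negative, buffer-substituted wells positive | compound = one dose of 20 µM, 1% DMSO | schedule = reaction time 90 min, room temperature, protected from light | technique = resorufin fluorescence at 613 nm | reagent = glucose with 1 mM ATP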
ATG4B inh = ATG4B protease inhibitors, primary screen, biochemical, fluorescence, uHTS; Cysteine protease ATG4B (Homo sapiens), Q9Y4P1; ATG4B cleavage of LC3-PLA2, NBD-HPC fluorescence, 1 h; inhibition, % at 8.33 µM; 340,000 compounds, 0.51% hits; AID 504462, 2011; in the data active = inhibition above about 40%
hIAP act = human IAP activators, primary screen, biochemical, luminescence, uHTS; activation factor at 10 µM; purified human IAP, CDP-Star luminescence, 30 min; stronger effect = higher value; 1 = vehicle-only enzyme, 0 = enzyme-free background; 330,000 compounds, 0.16% hits; Intestinal-type alkaline phosphatase (Homo sapiens), P09923;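 active = activation factor of the enzyme at least 2-fold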; also: the source names both 10 and 20 µM as test concentration; values of inactives mirror those of a sister screen read the other way
PfGluPho inh = PfG6PD enzyme inhibitors, primary screen, biochemical, fluorescence intensity, uHTS; glucose-6-phosphate dehydrogenase-6-phosphogluconolactonase (Plasmodium falciparum 3D7); AID 504690, 2011; PfGluPho enzyme, NADPH resazurin-diaphorase fluorescence; 350,000 compounds, 0.78% hits; inhibition, % at 20 µM;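 active = inhibition reaching at least a set limit at 20 µM in the primary screen, cut at about 59% in these data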;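 also: 0% = DMSO wells with substrate and 100% = DMSO wells lacking glucose-6-phosphate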
APOBEC3A inh = APOBEC3A ssDNA deaminase inhibitors, primary screen, selectivity assay for APOBEC3G inhibitor project, biochemical, FAM/TAMRA oligo cleavage fluorescence; 330,000 compounds, 0.41% hits; recombinant A3A, FAM/TAMRA ssDNA deamination fluorescence; DNA dC->dU-editing enzyme APOBEC-3A (Homo sapiens), P31941; inhibition, % at 20 µM;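 active = at least 40% inhibition at 20 µM here, with at most 30% in a related deaminase screen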;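 also: plate controls were A3A with DMSO for no effect and wells lacking A3A enzyme for full effect; some results filed as inactive read as strong as hits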
An asterisk follows results filed as active.

mIAP inh,mIAP act,hIAP inh,HKDC1 inhibitor,ATG4B inh,hIAP act,PfGluPho inh,APOBEC3A inh,compound
13,0.87,13,-5,3,0.87,14,1,Cc1c(NC(=O)/C(C#N)=C/c2ccc(-c3ccc(Cl)c(Cl)c3)o2)c(=O)n(-c2ccccc2)n1C
0,1,-7,5,15,1.1,-9,-4,CCCNc1c(NS(=O)(=O)c2ccc(Cl)s2)c(=O)oc2ccccc12
-8,1.1,-1,0,-13,1,21,6,Cc1ccc(-c2cc([C@H]3[C@H]4C=CC[C@@H](C)[C@@H]4C(=O)N3Cc3ccccc3)ccc2F)cc1
-5,1.1,4,-7,-11,0.96,-5,-5,COc1ccc(NC(=O)C(=O)Nc2cccc3ccccc23)c(OC)c1
10,0.9,-4,-9,-6,1,7,-1,O=C(CCC(=O)c1ccc(F)cc1)Nc1ccccc1Cl
-6,1.1,-14,10,7,1.1,9,1,O=C1C(Cc2ccccc2)C(c2ccccc2)N1c1ccccc1 (stereo not given)
4,0.96,3,11,-7,0.97,49,0,O=[N+]([O-])c1ccc(Oc2cccc(F)c2)c2ccncc12
6,0.94,-94,3,-15,1.9,-7,2,CC(C)C[C@H](NC(=O)c1nc[nH]c1C(=O)NCCNC(=O)OC(C)(C)C)C(=O)CNCCNC(=O)c1[nH]cnc1C(=O)N[C@@H](C)C(=O)OC(C)(C)C
7,0.93,9,6,-7,0.91,4,15,CCCCOC(=O)c1c(C)oc2ccc(NS(=O)(=O)c3ccc4c5c(cccc35)C(=O)N4)cc12
1,0.99,3,-1,-1,0.97,2,0,CN(Cc1c(F)cccc1Cl)C(=O)c1cnc2ccccc2n1
-1,1,8,0,-1,0.93,-14,-4,O=C(O)C1CCN(C(=O)c2cccc3ccccc23)CC1
-2,1,-4,-14,-8,1,0,-3,Cc1ccccc1CC1(CO)CCCN(C(=O)c2ccccc2N(C)C)C1 (stereo not given)
6,0.94,2,-1,5,0.98,-18,-3,COc1ccc(C(C)NC(=O)c2ccccc2Br)cc1OC (stereo not given)
-1,1,-12,-2,-2,1.1,-3,-6,COc1ccc(S(=O)(=O)NCc2cccnc2)cc1Br
0,0.99,-23,-7,1,1.2,8,1,CC(C)NC(=O)Cn1c(SCC(=O)N2CCCc3ccccc32)nc2ccccc21
-12,1.1,-5,9,1,1.1,1,-7,COCCn1c(SCc2nnc(-c3ccc(OC)c(OC)c3)o2)nnc1-c1ccncc1
10,0.9,-2,-3,2,1,-4,-2,CC1(C)Cc2cccc(OCC(=O)OCC(=O)NCc3ccc(F)cc3)c2O1
2,0.98,-2,4,-3,1,0,-2,CC(=O)N1c2ccc(S(=O)(=O)N3CCCC(C(=O)NCc4ccc(Cl)cc4)C3)cc2CC1C (stereo not given)
3,0.97,17,-3,-6,0.83,-3,-3,Cc1cc(NC(=O)c2ccc(NC(=O)C(C)C)cc2)no1
-5,1,-6,-4,-14,1.1,7,0,CCOc1ccc(OCC(=O)NCCc2nc3ccccc3[nH]2)cc1
3,0.97,-82,-15,-6,1.8,20,-1,Cc1cc(C)nc(Nc2n[nH]c(-c3ccccc3Cl)n2)n1
2,0.98,10,12,-5,0.9,34,-3,O=S(=O)(Nc1cccc2ccccc12)c1ccccc1
-1,1,-3,-6,-1,1,-8,1,Cc1ccccc1CNC(=O)c1ccccc1NS(C)(=O)=O
4,0.96,0,3,-6,1,6,-3,NS(=O)(=O)c1ccc(CCNC(=O)C2(S(=O)(=O)c3ccc(Cl)cc3)CC2)cc1
3,0.97,-4,-10,2,1,3,0,CCOC(=O)/C(=C\C=C\N1CCOCC1)C(C)=O
13,0.87,17,8,-2,0.83,7,-4,Cn1cccc1/C=N/NC(=O)c1cccnc1
5,0.95,-2,6,11,1,40,-2,COc1ccc(CN(C)S(=O)(=O)c2nnc(NC(=O)c3cccc(F)c3)s2)cc1OC
-6,1.1,10,-4,3,0.9,-15,-6,CC1=C(C(N)=O)C(c2cccnc2)n2nc(-c3cccc(C)c3)nc2N1 (stereo not given)
2,0.98,4,1,-1,0.96,17,4,CCn1c(SCC(=O)Nc2ccc(C(=O)OC)cc2)nc2cccnc21
-7,1.1,9,-9,-9,0.91,4,-6,Cn1c(SCC(=O)c2c(N)n(C)c(=O)n(C)c2=O)nnc1-c1ccc(F)cc1
-2,1,-8,-1,-7,1.1,-4,-3,O=C1COc2ccc(C(=O)COC(=O)c3cnc(Cl)c(Cl)c3)cc2N1
0,1,9,-6,3,0.91,-10,0,O=C(Cn1c(=S)[nH]c2ccccc2c1=O)NCCc1ccccc1
-6,1.1,-6,5,10,1.1,-3,-1,CC(C)(C)c1ccc(/C=C/C(=O)NC2=NCCS2)cc1
-17,1.2,-12,-3,-10,1.1,-4,0,COc1c(Cl)cc(-c2noc(C)c2C(=O)NCc2ccc3c(c2)OCO3)cc1Cl
2,0.97,16,-6,-7,0.84,-13,2,COc1ccc(NC(=S)N(CCN2CCOCC2)C2CCN(C(C)=O)CC2)cc1Cl
2,0.98,0,2,-6,1,33,-4,Clc1ccc(OCCCCSc2ncccn2)cc1
-9,1.1,8,-6,3,0.92,-6,1,Cc1ccc(NC(=O)CSc2nnc(-c3ccncc3)o2)cc1
-13,1.1,-50,-3,9,1.5,-2,-3,Cc1ccc(NC(=O)c2ccccc2F)c(NC(=O)c2ccccc2F)c1
2,0.98,-2,0,0,1,-5,-1,Cc1cc(C)nc(NC(=O)C(C)C)n1
-11,1.1,5,1,1,0.95,-12,-1,O=C(COC(=O)c1ccccc1NCc1ccco1)Nc1ccc2c(c1)OCO2
3,0.97,8,4,-2,0.92,-14,0,COc1cccc(C(C(=O)NC(C)(C)C)N(C(=O)CCC(=O)Nc2cc(C)on2)C(C)(C)C)c1OC (stereo not given)
-5,1,6,9,-1,0.94,25,2,CC(C)c1nnc(NC(=O)C2CCN(c3nc4ccccc4s3)CC2)s1
-2,1,1,-4,-5,0.99,1,3,O=C(COC(=O)CNC(=O)c1ccc(Br)cc1)NCCC1=CCCCC1
6,0.94,18,2,4,0.82,-16,-5,Cc1ccc(P(=O)(OCCN2CCOCC2)C(C)(C)C)o1 (stereo not given)
1,0.99,-4,3,-11,1,-5,-3,CNC(=S)N(CCc1c(C)[nH]c2ccc(OC)cc12)Cc1ccco1
-4,1,-26,3,-9,1.3,0,-6,CNS(=O)(=O)c1ccc(CCC(=O)N2CCN(c3ccccc3OC)CC2)cc1
-5,1.1,0,0,-12,1,2,-1,O=C(CCCc1nc(-c2ccccc2)no1)NC1CCCC1
17,0.83,2,1,3,0.98,32,-2,COC(=O)C1=C(C)NC(C)=C(C(=O)O[C@@H]2CCCN(Cc3ccccc3)C2)[C@@H]1c1cccc([N+](=O)[O-])c1
-6,1.1,10,2,-4,0.9,-12,3,O=S(=O)(NCCc1ccncc1)c1ccc(Br)cc1
5,0.95,6,-6,-7,0.94,-13,-1,Cc1cccc(C)c1NC(=O)CS(=O)CC(=O)NCC1OCCc2ccccc21 (stereo not given)
-11,1.1,-2,-9,-18,1,7,1,Cc1ccc(S(=O)(=O)NC(C)(C)CSc2ccccn2)cc1
-6,1.1,15,-5,-10,0.85,-2,-3,COc1ccc(CC(=O)NC(=S)Nc2ccc(S(N)(=O)=O)cc2)cc1
-3,1,-24,-5,7,1.2,-13,-2,O=C(O)c1cccc2c1C(=O)N(c1ccccc1)C2
-2,1,5,2,-3,0.95,0,0,COc1ccc(NS(=O)(=O)c2ccc(NS(=O)(=O)c3cccc(C(=O)O)c3)cc2)cc1
2,0.98,0,1,-10,1,1,-3,CC(C)c1ccc(N(C(=O)c2ccco2)C(C(=O)NC2CCCC2)c2ccncc2)cc1 (stereo not given)
1,0.99,-23,-6,8,1.2,-7,-9,Cc1ccccc1CNC(=O)C1CCC(=O)N(Cc2cccc(F)c2)C1 (stereo not given)
6,0.94,-30,5,-9,1.3,5,-2,CC(C)NC(=O)c1[nH]nc2c1CCc1ccccc1-2
7,0.93,-11,-4,-3,1.1,12,-6,O=C(NCCN1CCN(C(=O)c2ccc(F)cc2)CC1)C(=O)NCc1ccccc1
4,0.96,-10,-1,-8,1.1,11,1,CCN1C(=O)[C@H]2[C@@H](c3ccc(-c4cccc(Cl)c4)cc3)N3CCCC[C@@]3(C(=O)OC)[C@H]2C1=O
-18,1.2,-11,-6,-10,1.1,6,-13,COC(=O)c1cc(NC(=O)CN(c2ccccc2OC)S(=O)(=O)c2ccccc2)ccc1Cl
17,0.83,-4,-13,-15,1,-3,-3,NC(=O)c1ccccc1NC(=O)/C=C/c1c(Cl)cccc1Cl

3 entries from above, sorted by the number in mIAP inh, lowest first:
SMILES	mIAP inh	mIAP act	hIAP inh	HKDC1 inhibitor	ATG4B inh	hIAP act	PfGluPho inh	APOBEC3A inh
COc1ccc(NS(=O)(=O)c2ccc(NS(=O)(=O)c3cccc(C(=O)O)c3)cc2)cc1	-2	1	5	2	-3	0.95	0	0
CNC(=S)N(CCc1c(C)[nH]c2ccc(OC)cc12)Cc1ccco1	1	0.99	-4	3	-11	1	-5	-3
CCCCOC(=O)c1c(C)oc2ccc(NS(=O)(=O)c3ccc4c5c(cccc35)C(=O)N4)cc12	7	0.93	9	6	-7	0.91	4	15
